XIAP displacement = small molecules displacing peptide from XIAP – biochemical, IAP family, fluorescence polarization (AID 1018); XIAP BIR domain, fluorescence polarization peptide displacement; higher % means a stronger effect; one-dose displacement, % at 20 µM; IC50 in µM for titrated hits; 0.007% of 200,000 active; in the data active means displacement above about 50%; further: a part of the inactive calls stands beside numbers as strong as those of hits
Dengue-2 NS5 capping = flavivirus cap methylation enzyme inhibition – biochemical, confirmation dose response, primary screen (AID 588689). Dengue-2 NS5 methyltransferase capping enzyme assay, biochemical; higher % means a stronger effect. one-dose inhibition, % at 25 µM; IC50 in µM for titrated hits. 0.3% of 340,000 active; in the data active means a potency from the dose series; inconclusive means inhibition above about 29% without an active follow-up result
LYP phosphatase = inhibitors of LYP phosphatase, biochemical, fluorescence intensity, uHTS (AID 1779); one-dose inhibition, % at 11.5 µM; IC50 in µM for titrated hits; recombinant LYP phosphatase, fluorescence intensity; higher % means a stronger effect; 0.054% of 290,000 active; in the data active means inhibition above about 50%;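 further: plate controls were vehicle with enzyme for no effect and no enzyme for full effect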
RSV CPE inhibition = RSV antiviral activity via CPE protection, HEp-2 cells, primary 10 µM value included (AID 2391). HEp-2 cells, RSV-induced CPE inhibition; higher % means a stronger effect. one-dose CPE inhibition, % at 10 µM; IC50 in µM for titrated hits. 0.13% of 310,000 active; in the data active means a potency from the dose series; inconclusive means CPE inhibition mostly from about 23% at the one dose, without a potency; inactive means the rest, 99 in 100 with CPE inhibition below about 21%; further: strong numbers were not always called active
SIAH1 antagonists = Siah-1 peptide-binding antagonists, primary screen, biochemical, fluorescence polarization, rhodamine-plectin, uHTS (AID 1817). 0.02% of 290,000 active. Siah-1 / rhodamine-plectin peptide fluorescence polarization; higher % means a stronger effect. one-dose displacement, % at 20 µM; IC50 in µM for titrated hits;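 active means displacement of at least 50% at 20 µM, with a fluorescence ratio check between 0.3 and a set limit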;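 further: plate controls were Siah plus tracer with DMSO for no effect and tracer alone without Siah for full effect; strong numbers were not always called active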
SV40 large T antigen = TAg ATPase/helicase activity blockers – biochemical (AID 1903); SV40 large T antigen ATPase/helicase inhibition assay; higher % means a stronger effect; one-dose inhibition, % at 20 µM; IC50 in µM for titrated hits; 0.39% of 310,000 active; in the data active means a potency from the dose series; inconclusive means inhibition mostly from about 32% at the one dose, without a potency; inactive means the rest, 99 in 100 with inhibition below about 32%; further: strong numbers were not always called active
AID2073 = disruptors of CaV2.2 binding to Mint1 – biochemical, HTRF (AID 2073). 0.19% of 290,000 active. HTRF protein-protein interaction, Mint1-CaV2.2; higher % means a stronger effect. inhibition, % at 20 µM; hits with a dose series show IC50 in µM; in the data active means inhibition mostly above about 51%, no sharp cut-off; inconclusive means no clear call, values can overlap the other calls; inactive means mostly below about 53%; further: some results filed as inactive read as strong as hits
HIV fusion peptide = cell-free HIV fusion peptide-binding blockers – biochemical, uHTS, fluorescence dequenching, primary screen (AID 1986). 0.3% of 290,000 active. inhibition, % at 20 µM, or IC50 in µM where a hit was titrated. cell-free peptide binding, fluorescence dequenching, 30 min; higher % means a stronger effect; in the data active means inhibition mostly above about 52%, no sharp cut-off; inactive means mostly below about 76%; further: some results filed as inactive read as strong as hits
MgcRacGAP inhibition = MgcRacGAP GTPase-activating activity inhibitors, confirmation, biochemical, ADP Hunter fluorescence; AID 624330; 0.6% of 340,000 active; MgcRacGAP-stimulated Rac1 GTP hydrolysis, ADP Hunter fluorescence; higher % means a stronger effect; GST-tagged Rac1 F28L mutant substrate; one-dose inhibition, % at 30 µM; IC50 in µM for titrated hits;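 active means first-screen hits whose inhibition reached a set limit at any dose in the follow-up dose series; inconclusive means inhibition above the set first-screen limit but never retested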;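 further: fluorescence reports GDP produced by GAP-driven GTP hydrolysis; strong numbers were not always called active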
Dengue-2 NS5 capping pilot replicate = second read-out of Dengue-2 NS5 capping, no call of its own (marks repeat the call); inhibition, %; measured here: pilot screen replicate inhibition
* = called active by the depositor; ? = inconclusive; . = no result given.

Sample of the layout:
SMILES	XIAP displacement	Dengue-2 NS5 capping	LYP phosphatase	RSV CPE inhibition	SIAH1 antagonists	SV40 large T antigen	AID2073	HIV fusion peptide	MgcRacGAP inhibition	others
CC(C)N1CCc2c(sc(NC(=O)c3cc(-c4cccs4)nc4ccccc34)c2C(N)=O)C1	-6.8%	-6%	-6%	-2.1%	-4%	5%	13%	16%	12%
COCC(C)NC(=O)C1c2ccccc2Oc2ccccc21 (stereo not drawn)	.	-1%	-8%	1.3%	-3%	5%	9%	-0.2%	6%
COc1cccc(/C=N/Nc2ccc(Cl)nn2)c1	.	-2%	-4%	2.7%	1%	1%	8%	-1.3%	4%
CN1CCC(N(C)C(=O)CCc2nc3ccccc3c(=O)[nH]2)CC1	-3.5%	-12%	1%	-0.2%	-1%	18%	7%	5.3%	2%
CCOc1ccc(NC(=O)CN(C)C(=O)c2cc(S(=O)(=O)N(C)C)ccc2N2CCCC2)cc1OCC	.	-1%	.	0.9%	.	5%	.	.	8%

The whole of this part, from the first entry:
SMILES	XIAP displacement	Dengue-2 NS5 capping	LYP phosphatase	RSV CPE inhibition	SIAH1 antagonists	SV40 large T antigen	AID2073	HIV fusion peptide	MgcRacGAP inhibition	others
CC(C)N1CCc2c(sc(NC(=O)c3cc(-c4cccs4)nc4ccccc34)c2C(N)=O)C1	-6.8%	-6%	-6%	-2.1%	-4%	5%	13%	16%	12%
COCC(C)NC(=O)C1c2ccccc2Oc2ccccc21 (stereo not drawn)	.	-1%	-8%	1.3%	-3%	5%	9%	-0.2%	6%
COc1cccc(/C=N/Nc2ccc(Cl)nn2)c1	.	-2%	-4%	2.7%	1%	1%	8%	-1.3%	4%
CN1CCC(N(C)C(=O)CCc2nc3ccccc3c(=O)[nH]2)CC1	-3.5%	-12%	1%	-0.2%	-1%	18%	7%	5.3%	2%
CCOc1ccc(NC(=O)CN(C)C(=O)c2cc(S(=O)(=O)N(C)C)ccc2N2CCCC2)cc1OCC	.	-1%	.	0.9%	.	5%	.	.	8%
CC[N+]1(CC)CC2CCC(C)(C1)C2(C)C (stereo not drawn)	-3.0%	29%	-5%	2.4%	7%	5%	-17%	1.6%	-5%
Cc1ccc(SCc2cc(-c3ccc(Cl)cc3)on2)cc1	-1.2%	-5%	-3%	1.1%	4%	0%	5%	2.6%	5%
COC(=O)C1C(O)=C(C=NCC(C)N=CC2=C(O)C(C(=O)OC)C(C)(C)CC2=O)C(=O)CC1(C)C (stereo not drawn)	-4.3%	0%	-2%	1.5%	2%	.	-2%	1.6%	16%
O=C(CSc1cccc2cccnc12)OCC(=O)c1ccccc1	-2.4%	-6%	-8%	0.2%	0%	26%	-7%	-0.3%	-6%
CCCCCOC(=O)C1=C(C)NC(=O)NC1c1ccc([N+](=O)[O-])cc1 (stereo not drawn)	.	-3%	-7%	2.2%	7%	8%	-1%	-0.4%	-9%
O[Si](CCCN1CCCCC1)(c1ccc(F)cc1)C1CCCCC1 (stereo not drawn)	.	1%	.	-2.1%	.	14%	.	.	6%
C=CCC1(Cl)C(=O)C(Cl)=C(N2CCOCC2)C1(OC)OC (stereo not drawn)	.	-1%	0%	-1.2%	2%	12%	22%	-1.7%	6%
O=C(c1ccncc1)N(Cc1ccco1)Cc1cc2ccccc2[nH]c1=O	-4.0%	-3%	1%	2.3%	2%	2%	6%	-0.2%	5%	Dengue-2 NS5 capping pilot replicate=5.5
CC(C)Nc1nnc(SCC(=O)c2c[nH]c3ccccc23)s1	-7.8%	-6%	-3%	2.8%	-4%	26%	-9%	-0.7%	9%
CCOc1cc(C2Nc3ccccc3C(=O)N2c2ccccc2)ccc1O (stereo not drawn)	-0.7%	2%	-3%	0.0%	3%	14%	5%	-2.1%	8%
O=C(NCCOc1ccccc1)C1CCC(=O)N(Cc2ccc(Cl)cc2)C1 (stereo not drawn)	.	-5%	-1%	2.7%	1%	17%	7%	0.2%	9%
O=C(O)/C=C/c1ccc(S(=O)(=O)NCc2cccnc2)cc1	.	-5%	-2%	-1.0%	6%	9%	7%	1.2%	3%
COc1cc(OC)c(S(=O)(=O)N2CCCCC2)cc1S(=O)(=O)N1CCCCC1	-6.3%	-4%	-7%	2.5%	1%	1%	-4%	-0.3%	10%
COc1ccc(/C=N/NC(=O)c2ccc(-c3ccccc3)cc2)cc1O	-1.2%	-4%	8%	4.1%	-9%	11%	4%	-1.0%	25%
C/C(CC(=O)N(C(C)C)C(C)C)=N\NC(=O)COc1ccc(Br)cc1Br	-5.3%	.	-4%	1.9%	2%	9%	4%	-2.7%	7%
O=C(NC1CC1)C1=C[C@@H](c2ccc3c(c2)OCO3)C[C@@H](OCCCCO)O1	.	-5%	-7%	0.6%	2%	23%	6%	0.1%	11%
COc1cc(C(=S)N2CCC(Cc3ccccc3)CC2)ccc1OCC(N)=O	.	-6%	-5%	3.5%	5%	12%	6%	-0.1%	9%
COc1ccc(-c2ncncc2-c2ccc(Cl)cc2)c(O)c1	.	-12%	-3%	1.7%	0%	4%	0%	-1.9%	14%
COc1ccc(C2Nc3ccccc3C(=O)N2c2ccc(F)cc2)cc1Cn1nnc2ccccc21 (stereo not drawn)	-14%	-5%	7%	14%	2%	10%	7%	3.5%	-3%
COc1ccc(C(=O)NCCc2nnc(SCC(=O)Nc3ccccc3C(C)C)n2C)cc1	-0.1%	1%	-8%	1.1%	1%	-1%	14%	-2.2%	8%
Cc1ccc2[nH]c3ccccc3c(=O)c2c1	.	-1%	-11%	?	-4%	5%	20%	-0.7%	10%
CCCc1cc(C(=O)Nc2cc(C)ccc2O)no1	.	-2%	-9%	1.7%	-3%	9%	-5%	-0.3%	13%
N/N=C(/Cc1nc2ccccc2[nH]1)c1ccc([N+](=O)[O-])cc1	-5.4%	-7%	4%	3.5%	-7%	-1%	14%	-3.5%	7%
COc1cc(NC(=S)N2CCN(S(=O)(=O)c3ccc(C)cc3)CC2)cc(OC)c1	.	1%	-8%	7.4%	-1%	4%	-16%	-0.3%	6%
Cc1ccc(S(=O)(=O)CCc2nnc(NC(=O)c3cccs3)s2)cc1	-4.0%	0%	-4%	1.8%	-5%	3%	-2%	-0.6%	-12%
COc1cccc(-c2cc(C(=O)N3CCN(C(=O)c4ccco4)CC3)on2)c1	.	-8%	-13%	1.2%	11%	1%	6%	-0.4%	1%
Cc1ccc(Cn2ccc(NC(=O)CCSc3nc(-c4ccco4)cc(C(F)(F)F)n3)n2)cc1	-6.4%	-1%	7%	1.6%	6%	2%	-9%	5.3%	10%
C/C(=N\NC(=O)c1ccc(CSc2nc(C)cc(C)n2)cc1)C1CCCCC1	-1.8%	-2%	-1%	2.3%	5%	5%	4%	-1.5%	0%
Cn1c(CNc2ccc(F)cc2)nnc1SCC(=O)NNC(=O)Cc1ccccc1	7.2%	7%	-6%	1.3%	6%	11%	-2%	-1.9%	4%
Cc1cc(N/C(=N/S(=O)(=O)c2ccc(F)cc2)c2ccccc2)n(-c2ccccc2)n1	-0.8%	-12%	5%	0.2%	3%	8%	5%	2.5%	-10%
O=C(c1ccc(F)cc1)C1CCN(C(=O)NCc2ccccc2)CC1	-3.8%	1%	-12%	1.1%	-2%	1%	0%	-1.1%	-7%
COC(=O)c1cc(O)cc(OC)c1Oc1cc(C)cc(O)c1C(=O)O	.	9%	3%	1.7%	13%	.	-3%	27%	11%
c1csc(C(c2nnnn2C2CCCCC2)N2CCCC3(CCCCC3)C2)c1 (stereo not drawn)	-8.3%	6%	4%	2.7%	3%	7%	7%	-0.4%	5%
COC(=O)C1=C(C(=O)OC)[C@@H]2N(Cc3ccccc3)c3ccccc3[C@@]23C[C@@H](C(=O)OC)N(C(C)=O)C3=N1	.	-1%	-6%	0.3%	-4%	9%	?	-3.3%	8%
COc1ccc(CC2c3cc(OC)c(OC)cc3CC[N+]2(C)CCC(=O)OCCCCCOC(=O)CC[N+]2(C)CCc3cc(OC)c(OC)cc3C2Cc2ccc(OC)c(OC)c2)cc1OC (stereo not drawn)	.	-4%	.	-0.9%	.	24%	.	.	10%
COc1ccc2nc(NC(=O)C3COc4ccccc4O3)sc2c1 (stereo not drawn)	-1.7%	-1%	-3%	5.1%	-2%	1%	-5%	2.7%	-4%
CCOC(=O)CN(C#N)c1nc(N(C)C)nc(N(C)C)n1	-1.3%	-2%	-13%	2.4%	-2%	-9%	8%	2.4%	4%
Cc1ccccc1Nc1nnc(SCC(=O)c2cc3ccccc3o2)s1	2.0%	5%	3%	9.8%	3%	12%	-29%	6.7%	2%
Cc1ccc2nc(C3CCN(C(=O)c4ccco4)CC3)[nH]c2c1	-0.2%	-2%	-7%	0.9%	3%	5%	2%	3.1%	8%
Cn1c(CN2CCCCC2)nc2cc(NC(=O)c3cccs3)ccc21	-3.1%	-3%	-1%	4.6%	-4%	6%	7%	-0.3%	8%
O=C(NC1CCS(=O)(=O)C1)/C(=C/c1ccc(Cl)cc1)NC(=O)c1ccccc1 (stereo not drawn)	-1.6%	1%	-5%	0.4%	2%	12%	9%	-0.4%	6%
CC(NC(=O)c1ccccc1F)c1nnc(SCC(=O)NC2CCCC2)n1C (stereo not drawn)	.	2%	-9%	0.2%	4%	1%	0%	-0.1%	-2%
CCn1nnnc1SCC(=O)N(C1CCCCC1)C1CCCCC1	-5.3%	-6%	-8%	0.6%	0%	7%	-6%	0.2%	6%
O=C(COc1ccc(Cl)cc1Cl)NCCCCc1ccccc1	-0.7%	-1%	-3%	3.6%	1%	4%	-2%	-0.4%	8%
O=C(Nc1cc([N+](=O)[O-])ccc1N1CCCC1)c1ccccc1	-7.2%	-8%	0%	4.0%	-1%	8%	4%	1.4%	-1%

More entries:
SMILES	XIAP displacement	Dengue-2 NS5 capping	LYP phosphatase	RSV CPE inhibition	SIAH1 antagonists	SV40 large T antigen	AID2073	HIV fusion peptide	MgcRacGAP inhibition	others
CCOc1cc(CN2CCCC(C(=O)c3cccc(C(F)(F)F)c3)C2)ccc1O (stereo not drawn)	-7.8%	-5%	-8%	-1.5%	-6%	-3%	-14%	-0.9%	4%
Cc1cccc(NC(=O)CCc2nc3sc4c(c3c(=O)[nH]2)CCCC4)c1	.	4%	.	0.7%	.	9%	.	.	5%
CC(=O)Nc1ccccc1OCC(=O)NC(C)c1ccccc1 (stereo not drawn)	-2.7%	-5%	-12%	0.9%	1%	-11%	-5%	-0.1%	16%
CCCn1c(SCC(=O)N2CCN(c3ccc(OC)cc3)CC2)nc2c1c(=O)n(C)c(=O)n2C	-5.8%	1%	-7%	0.7%	4%	24%	-11%	-1.5%	23%
O=C(C[n+]1ccccc1)N/N=C/c1ccccc1C(F)(F)F	.	-7%	-10%	1.0%	5%	12%	13%	1.7%	6%
O=C(c1ccncc1)N1N=C(c2ccc(Cl)cc2)CC1c1ccccc1O (stereo not drawn)	.	-15%	-2%	4.0%	0%	3%	1%	0.9%	7%
CCn1c(SCc2nc3ccccc3s2)nc2cc(S(=O)(=O)N3CCOCC3)ccc21	.	-10%	.	12%	.	15%	.	.	10%
